tim23-1 inh: inhibits growth of tim23-1 mutant yeast. AID 463212. hit rate 1.3% among 330,000. inhibition, % at 20 µM. S. cerevisiae tim23-1 growth, BacTiter-Glo luminescence, 24 h;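 active = growth inhibition of the mutant yeast at or above 50%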;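 note: temperature-sensitive mutant grown at 25 °C; plate controls were DMSO-treated mutant yeast for no effect and medium wells lacking yeast for full effect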
Jurkat NFkB inh: lowers PMA/ionomycin-induced NF-kB signal in Jurkat cells; AID 435003; hit rate 0.53% among 330,000; PMA/ionomycin-induced NF-kB luciferase reporter, luminescence; inhibition, % at 4 µM; in the data active = inhibition above about 50%
Mdm2-MdmX inh: disrupts the human Mdm2-MdmX interaction | O15151+Q00987 | SaOS-2 split-luciferase Mdm2/MdmX complementation, luminescence | inhibition, % at 8 µM | hit rate 3% among 330,000;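 active = inhibition of at least 50% at 8 µM in the primary screen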
Target sequence (O15151 whole entry, looked up): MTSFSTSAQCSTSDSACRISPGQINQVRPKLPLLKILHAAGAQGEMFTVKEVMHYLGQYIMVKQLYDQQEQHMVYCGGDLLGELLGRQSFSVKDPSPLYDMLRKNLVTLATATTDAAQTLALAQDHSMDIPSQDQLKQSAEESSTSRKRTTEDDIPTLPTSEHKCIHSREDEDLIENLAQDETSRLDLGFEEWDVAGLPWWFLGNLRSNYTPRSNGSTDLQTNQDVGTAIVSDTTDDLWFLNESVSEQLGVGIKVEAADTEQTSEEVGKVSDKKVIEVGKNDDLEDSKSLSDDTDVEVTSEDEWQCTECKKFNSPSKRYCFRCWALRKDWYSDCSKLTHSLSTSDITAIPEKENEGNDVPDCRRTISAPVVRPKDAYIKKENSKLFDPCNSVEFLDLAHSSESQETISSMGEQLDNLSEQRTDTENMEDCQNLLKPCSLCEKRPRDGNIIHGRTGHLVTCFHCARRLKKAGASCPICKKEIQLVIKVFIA
Target sequence (Q00987 whole entry, looked up): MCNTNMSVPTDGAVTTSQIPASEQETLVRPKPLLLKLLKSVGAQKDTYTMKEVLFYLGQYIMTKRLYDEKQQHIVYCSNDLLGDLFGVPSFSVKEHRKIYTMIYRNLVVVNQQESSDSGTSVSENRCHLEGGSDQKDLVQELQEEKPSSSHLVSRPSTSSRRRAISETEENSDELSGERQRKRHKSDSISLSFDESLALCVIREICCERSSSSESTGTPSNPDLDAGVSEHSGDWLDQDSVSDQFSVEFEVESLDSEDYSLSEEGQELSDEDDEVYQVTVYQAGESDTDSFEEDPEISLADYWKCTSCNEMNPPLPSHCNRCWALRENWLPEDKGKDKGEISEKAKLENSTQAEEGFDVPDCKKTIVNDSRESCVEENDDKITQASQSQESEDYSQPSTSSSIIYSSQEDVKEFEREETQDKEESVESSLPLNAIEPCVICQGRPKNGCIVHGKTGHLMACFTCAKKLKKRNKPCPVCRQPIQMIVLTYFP
APJ antag: blocks the human apelin receptor APJ; P35414; CHO-K1 APJ beta-arrestin complementation, luminescence; hit rate 0.32% among 330,000; inhibition, % at 20 µM;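 active = inhibition above about 40% at 20 µM, limit read from the data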;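 note: cells challenged with 10 nM apelin-13 agonist together with compound; plate controls were apelin-13 plus DMSO wells for no effect and DMSO wells lacking apelin-13 for full effect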
697 NFkB inh: lowers PMA/ionomycin-induced NF-kB signal in 697 B cells | hit rate 0.33% among 330,000 | 697 B-cell NF-kB luciferase reporter, 16 h | AID 435022 | inhibition, % at 4 µM; in the data active = inhibition above about 35%
CHOP UPR activ: apoptotic UPR (CHOP) activation; CHO-CHOP luciferase reporter, luminescence; percent of tunicamycin response over DMSO baseline; activation, % at 10 µM; hit rate 0.34% among 330,000;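 active = at 10 µM dose, activation of 40% or more, normalized to positive control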;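 note: 100% = tunicamycin at 10 µg/mL and 0% = DMSO alone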
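Test system: CHO CHOP reporter cells. Input: 500 CHO-CHOP cells per well. Medium: F12 with 10% FBS. Technique: luciferase luminescence. Measure: percent activation relative to tunicamycin control. Dosing: 10 µM compound, 0.5% DMSO. Timing: 16-18 h cell attachment, then 6 h compound exposure, 37 °C.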
APJ agonist: activates the human apelin receptor APJ; P35414; CHO-K1 APJ PathHunter beta-arrestin, luminescence; 0% DMSO wells, 100% apelin; activation, % at 20 µM; hit rate 0.11% among 330,000; AID 2520;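 active = activation more than six SD over the plate average, tested at 20 µM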;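 note: 0% = DMSO alone and 100% = apelin-13 at 10 nM; some results filed as inactive read as strong as hits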
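Assay system: CHO-K1 cells stably expressing ProLink-tagged human APJ and arrestin–beta-gal acceptor. Compound dosing: 20 µM single point, 1% DMSO. Times: 16-18 h seeding, 90 min dark compound exposure, 60 min detection. Detection: beta-gal luminescence. Evaluation: APJ–arrestin association signal. Controls: negative DMSO alone, positive Apelin-13 at 10 nM.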
XBP1 UPR activ: adaptive UPR (XBP1) activation; CHO-XBP1 luciferase reporter, IRE1-XBP1 UPR activation, luminescence; percent of tunicamycin response, DMSO as zero; activation, % at 20 µM; hit rate 0.33% among 330,000; AID 463104;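 active = versus positive control, 20 µM dose yields 30% or more activation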;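 note: 100% = tunicamycin at 10 µg/mL and 0% = DMSO only wells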
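Signal: luciferase luminescence; Assay system: CHO-XBP1 luciferase reporter cells; Amount: one thousand reporter cells per well; Dosing: 20 µM single concentration, DMSO 1%; Benchmarks: high control tunicamycin 10 µg/mL final, low control DMSO vehicle only; Schedule: 6 h compound exposure at 37 °C, 5% CO2; Evaluation: percent activation relative to tunicamycin reference.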
Active calls of the source: *.

The opening 3 compounds, ahead of the listing:
SMILES	tim23-1 inh	Jurkat NFkB inh	Mdm2-MdmX inh	APJ antag	697 NFkB inh	CHOP UPR activ	APJ agonist	XBP1 UPR activ
COc1ccc(CNS(=O)(=O)c2c(C(=O)N3CCCCC3)c(C)n(C)c2C)cc1	13	-10	24	19	9	0.9	-2	-4
COc1c(C=O)c(CCN(C)C(=O)c2ccc(F)cc2)cc2c1OCO2	19	3	-4	8	7	1.1	-5	1
O=C(CN1CCCCCC1)Nc1ccccc1OC(F)F	5	11	25	17	6	-1.0	-4	-1

This part in full, previewed entries included:
SMILES	tim23-1 inh	Jurkat NFkB inh	Mdm2-MdmX inh	APJ antag	697 NFkB inh	CHOP UPR activ	APJ agonist	XBP1 UPR activ
COc1ccc(CNS(=O)(=O)c2c(C(=O)N3CCCCC3)c(C)n(C)c2C)cc1	13	-10	24	19	9	0.9	-2	-4
COc1c(C=O)c(CCN(C)C(=O)c2ccc(F)cc2)cc2c1OCO2	19	3	-4	8	7	1.1	-5	1
O=C(CN1CCCCCC1)Nc1ccccc1OC(F)F	5	11	25	17	6	-1.0	-4	-1
CCn1c(=O)c([N+](=O)[O-])c(NC2CCS(=O)(=O)C2)c2ccccc21 (centres undefined)	-8	5	7	-3	16	0.8	0	-3
COc1cc(C2c3c([nH]c(=O)[nH]c3=O)Nc3ccc4ccccc4c32)cc(OC)c1OC (centres undefined)	-13	12	27	-20	2	-2.0	-2	2
CN(c1ccc(C(=O)Nc2cccc(O)c2)cc1)S(=O)(=O)c1ccccc1	19	-2	6	-12	-4	4.0	4	0
O=C(O)C1CCCN(C(=O)c2cccc3ccccc23)C1 (centres undefined)	13	-7	0	2	1	0.0	-3	21
O=C(Nc1nccs1)c1ccc(S(=O)(=O)N2CCCCC2)cc1	14	-21	-33	5	-21	1.4	-2	0
COc1ccc(CCNC(=O)CCC(=O)NC2CCCCC2)cc1OC	5	-5	3	-22	-6	-2.1	0	-5
O=C(CSc1ccc2ccccc2c1)Nc1ncccn1	-3	-6	5	4	-8	-1.9	-2	-2
CCn1c(-c2cccc(S(=O)(=O)N3CCCC3)c2)n[nH]c1=S	7	-1	15	6	18	-1.2	-3	0
CCOC(=O)c1sc(SC)c2c1CCC/C2=N/OC	11	-8	23	3	6	0.4	0	-3
Cc1ccc2sc(=O)[nH]c2c1	-11	-4	14	-7	0	0.7	2	-2
CCOc1ccc(S(=O)(=O)Nc2cccc(C(=O)NCC(C)(C)N3CCOCC3)c2)cc1	-15	0	-8	-16	-4	-0.6	-5	-1
CCOC(=O)NCc1ccc(S(=O)(=O)Nc2ccccc2C)cc1	4	13	-7	2	-3	1.3	-3	-1
Cc1csc(NC(=O)CSc2nccn2Cc2ccco2)n1	13	-1	17	6	-2	2.8	-4	-3
COC(=O)C1=CN(Cc2ccc(OC)cc2)C=C(C(=O)OC)C1c1ccsc1	6	-4	-3	-39	8	0.9	2	-2
Cc1ccc(NC(=O)C2OCCc3ccccc32)cc1Cl (centres undefined)	18	8	21	-5	13	2.2	0	7
COc1ccccc1C(=O)NNC(=O)C(=O)NC(C)(C)C	7	7	27	17	11	-0.3	-4	-2
Cc1ccc(SCC(=O)OCC(=O)NC2CCCCCC2)cc1	15	13	-6	-8	15	-1.0	-2	0
CCN(CCNC(=O)c1ccc(CSc2nc3ccncc3[nH]2)cc1)c1ccccc1	-8	0	2	-68	1	-1.8	1	-5
Cc1ccc(S(=O)(=O)N2CCCCC2)cc1NC(=O)COC(=O)CNC(=O)c1cc(Cl)cc([N+](=O)[O-])c1	11	6	7	-24	-27	1.2	4	-2
COc1ccc(NC2CCCN(C(=O)c3cc(CC(C)C)nc(N)n3)C2)cc1 (centres undefined)	10	5	4	6	2	-2.0	-2	-10
CCOc1cc(CNc2ccc3c(c2)CCC3)ccc1O	29	-14	12	-2	1	7.1	1	5
O=C(CSc1nnc(C2CC2)n1Cc1ccco1)NCC(F)(F)F	1	10	-1	-7	-31	0.5	1	0
COc1ccc(NC(=O)CCNC(=O)c2ccccc2)cc1S(N)(=O)=O	17	-2	-17	4	-4	-1.8	3	-3
C=CCn1c(SCC(=O)NCc2cccs2)nnc1C1CCCCC1	12	-8	-4	19	-3	-1.7	-2	-2
O=C(CSc1nncs1)NNC(=O)c1ccco1	13	0	1	-5	12	0.1	-5	-1
CC(C)Oc1ccc(C2CC(=O)N(c3cccc(C(=O)O)c3)C2=O)cc1 (centres undefined)	7	-14	-10	2	-44	2.4	-4	-1
O=C(CCSCc1cccc(Cl)c1)NCCc1ccc(Cl)cc1	21	-4	6	6	6	0.0	-3	-5
Clc1cccc(OCCCCN2CCCCC2)c1	0	-20	23	14	15	-2.2	-2	-4
COc1ccccc1NC(=O)Nc1ccc(C)cn1	25	3	20	17	1	6.8	-1	1
N#CC1=C(N)Nc2nc3ccccc3n2C1c1ccc(Cl)cc1 (centres undefined)	-1	-51	42	-11	-104	1.9	-1	-3
O=S(=O)(Nc1ccccc1N1CCOCC1)c1c(F)cc(F)cc1Br	-8	-2	4	-9	8	-0.1	-3	-2
Cc1ccc(C)c(N2CCN(C(=O)c3ccc4c(c3)c(C)c(C)n4C)CC2)c1	36	-2	32	4	-7	-0.2	-4	-2
O=C(Nc1cccc(C(F)(F)F)c1)NC1CCCCC1	46	-25	-17	-2	-13	1.1	-9	-8
CCc1c(C)nc2ncnn2c1N1CCC(C(=O)Nc2ccc(C)cc2)CC1	14	25	8	18	2	-2.1	-1	-3
CN(CCO)c1nc(N)c2c(N)nc3c(c2c1C#N)CC(=O)N3Cc1cccs1	9	22	15	-33	1	-0.4	3	-2
O=c1[nH]nc(SCCS(=O)(=O)c2ccc(F)cc2)n1-c1ccccc1	18	8	42	7	23	-0.1	-4	-2
N#C/C(=N\Nc1ccc(Cl)cc1)C(=N)N1CCCCCC1	6	-215	-135	14	-209	2.3	0	-2
CSc1ccccc1NC(=O)CN(C)CC(=O)Nc1ccc(N2CCOCC2)cc1	22	13	7	-2	14	-1.4	-1	1
O=S(=O)(Cc1noc(-c2ccccc2Cl)n1)c1ccccn1	21	-81	-41	-7	-105	5.2	0	-1
COc1ccc(CN(Cc2ccccn2)S(=O)(=O)c2ccc(-n3cnnn3)c(OC)c2)cc1	15	-12	17	5	-8	0.7	-3	-3
COc1ccccc1OCCC(=O)N1CCN(c2ccccc2OC)CC1	9	-3	-10	-13	11	1.6	-2	2
CC(C)[C@H](NS(=O)(=O)c1ccc(Cl)cc1)C(=O)OCC(=O)NCCN1C(=O)CSC1=O	-5	5	18	1	-19	-1.6	5	-3
Cc1ccc(S(=O)(=O)N2CCCC(C(=O)NCC3CCCO3)C2)cc1 (centres undefined)	8	9	4	-6	7	-1.1	-4	-2
CC1CCCCC1NC(=O)COn1nnc2ccc(Cl)cc21 (centres undefined)	8	14	13	-10	15	-0.5	-4	0
COc1ccc(OC)c(Cc2nnc(CCC(=O)NCc3nc4ccccc4s3)o2)c1	13	-2	-10	19	9	-0.9	-4	1
CC(=O)Nc1ccc(S(=O)(=O)N(C)CCOCc2ccccc2)cc1	27	12	12	16	-12	-0.9	-3	-5
O=C(O)CC(NC(=O)COc1ccccc1)c1cccc([N+](=O)[O-])c1 (centres undefined)	-4	-4	-12	-14	8	-1.1	1	-2
COc1ccc(CC(=O)Nc2cccc(S(=O)(=O)N3CCCC3)c2)cc1OC	8	31	-2	-10	-2	0.0	-1	-3
O=C(c1ccc(CS(=O)c2ccc(F)cc2)o1)N1CCN(C2CCCCC2)CC1 (centres undefined)	8	-11	9	-33	19	1.8	-4	-2
C#CCNC(=O)C1=C[C@@H](c2ccccc2)[C@H](CCCO)[C@@H](OCC)O1	15	4	22	9	12	-0.7	-2	-3
CCN1C(=O)S/C(=C/c2ccc(Sc3nc4ccccc4[nH]3)o2)C1=O	18	11	33	-5	-7	-1.6	-1	-3
COC(CNS(=O)(=O)c1cc2c3c(c1)CCN3C(=O)CC2)OC	0	13	24	18	6	3.3	1	-4
COc1ccc(Nc2ncnc3ccccc23)cc1	10	-32	8	10	-83	5.4	-3	-3
O=C(COc1ccc2c(-c3ccccc3)cc(=O)oc2c1)NCc1cccs1	-9	-7	15	0	1	-1.8	-4	1
CCc1ccc(C(=O)COC(=O)C(Cc2ccccc2)NC(=O)c2ccc(Cl)cc2)cc1 (centres undefined)	6	-6	26	8	10	-2.0	-1	1
Cc1ccc(NC(=O)CCN2C(=O)c3ccccc3S2(=O)=O)cc1C	16	1	22	-4	18	2.4	-1	-1
COc1ccc(C(=O)NCC2CCCN2S(=O)(=O)c2cccs2)cc1 (centres undefined)	12	-4	-17	5	-2	-0.2	2	0

Following part.
SMILES	tim23-1 inh	Jurkat NFkB inh	Mdm2-MdmX inh	APJ antag	697 NFkB inh	CHOP UPR activ	APJ agonist	XBP1 UPR activ
CNC(=S)N(Cc1cc2cc(C)cc(C)c2[nH]c1=O)C1CCCC1	-5	2	-5	10	-10	-0.3	-2	-3
Cc1cc(NC(=O)CSc2nc3ccsc3c(=O)n2CCCC(=O)NCCc2ccccc2)no1	-6	13	15	20	17	-0.7	-1	-2
COc1ccc(NC(=O)CCc2nc(-c3ccc(C)cc3)no2)cc1Cl	-6	-10	-15	-6	9	0.4	-3	-1
Cc1[nH]c(=O)c(C#N)c2c1COC(C)(C)C2	14	20	12	-8	16	0.9	-3	-1
CC(=O)c1c(C)[nH]c(C(=O)OCC(=O)c2ccc(C)s2)c1C	22	-7	-11	4	-17	5.2	-1	0
CC1(C)Cc2nc3sc4c(NCCO)ncnc4c3cc2CS1	6	-18	6	10	14	5.3	1	0
COC(=O)c1sccc1-n1cccc1C(=O)NCc1ccccc1	5	-5	-9	-2	4	2.1	-5	-4
Cc1ccc(-c2nc(CS(=O)CC(=O)NCCCN3CC(C)CC(C)C3)c(C)o2)cc1 (centres undefined)	18	22	18	1	-4	2.3	-1	-2
Cc1cc(C)n(C(C[N+](=O)[O-])c2ccc(Cl)cc2)n1 (centres undefined)	76*	15	32	-1	10	40	4	12
O=[N+]([O-])c1ccc(C2CCCC/C2=N/OCc2ccccc2F)c([N+](=O)[O-])c1 (centres undefined)	30	6	31	-18	12	-2.0	1	0
CCCCS(=O)c1c(O)c2ccccc2[nH]c1=O (centres undefined)	10	3	10	10	19	0.8	-3	-4
Cc1cccc(NC(=O)CSc2nc(N)c(NC(=O)c3cccs3)c(=O)[nH]2)c1	10	4	0	6	-20	-1.7	-2	1
CCOC(=O)C(C#N)(Cc1cc(OC)cc(OC)c1)Cc1cc(OC)cc(OC)c1	18	6	22	-4	16	-0.7	-4	-5
COc1ccc2ccccc2c1C1CC(=O)N2CN(C3CCCCC3)CSC2=C1C#N (centres undefined)	40	2	-5	-12	11	0.2	3	-2
Cc1ccc(CN(Cc2ccco2)C(=S)NCC(=O)NC2CC2)cc1	17	-2	-19	9	8	0.8	7	0
O=C(CSc1nnc(NC(=O)C2CC2)s1)NCc1cccs1	2	4	-2	-2	6	-0.9	-3	-2

Just tim23-1 inh and CHOP UPR activ, for some of the entries so far:
Structure,tim23-1 inh,CHOP UPR activ
COc1ccc(NC(=O)CCc2nc(-c3ccc(C)cc3)no2)cc1Cl,-6,0.4
Cc1[nH]c(=O)c(C#N)c2c1COC(C)(C)C2,14,0.9
CC(=O)c1c(C)[nH]c(C(=O)OCC(=O)c2ccc(C)s2)c1C,22,5.2
CC1(C)Cc2nc3sc4c(NCCO)ncnc4c3cc2CS1,6,5.3
COC(=O)c1sccc1-n1cccc1C(=O)NCc1ccccc1,5,2.1

From PubChem BioAssay

Compounds as they come; about 5% have a hit in one of these screens.
